# High-throughput results deposited in PubChem BioAssay by several laboratories.
# NOD1 NF-kB reporter – inhibition of NOD1-driven NF-kB reporter – cell-based, luminescence, uHTS, primary screen (AID 1578); NOD1-driven NF-kB luciferase reporter cells, luminescence; higher % means a stronger effect; inhibition, % at 4 µM; hits with a dose series show EC50 in µM; 1% of 290,000 active; in the data active means inhibition mostly above about 36%, no sharp cut-off; inactive means mostly below about 34%;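 further: HEK-293T reporter cells stimulated with the NOD1 agonist gamma-tri-DAP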
# Yfh1-depleted yeast – mitochondrial function rescue without frataxin homolog – Friedreich's ataxia, plus single-dose screen, dose response (AID 1465); S. cerevisiae Yfh1-off respiration, WST-1 reduction, 72 h; higher fold induction means a stronger effect; one-dose fold induction at 50 µM; EC50 in µM for titrated hits; 0.074% of 220,000 active;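 active means fold induction of absorbance versus untreated yeast above a set limit, then at least 30% activation at any dose in follow-up; inconclusive means repeats straddling the limit, or above it without dose testing; inactive means fold induction below the set limit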;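 further: activators that raise dye reduction in frataxin-depleted yeast; strong numbers were not always called active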
# KOR beta-arrestin-1 – KOR antagonists, beta-arrestin recruitment, cell-based, luminescence, uHTS (AID 1778). KOR beta-arrestin recruitment, luminescence, antagonist mode; higher % means a stronger effect. one-dose inhibition, % at 10 µM; IC50 in µM for titrated hits. 0.091% of 290,000 active; further: strong numbers were not always called active
# AID2073 – disruptors of CaV2.2 binding to Mint1 – biochemical, HTRF (AID 2073) | one-dose inhibition, % at 20 µM; IC50 in µM for titrated hits | HTRF protein-protein interaction, Mint1-CaV2.2; higher % means a stronger effect | 0.19% of 290,000 active; in the data active means inhibition mostly above about 51%, no sharp cut-off; inconclusive means no clear call, values can overlap the other calls; inactive means mostly below about 53%; further: some results filed as inactive read as strong as hits
# HIV peptide binding – cell-free HIV fusion peptide-binding blockers – biochemical, uHTS, fluorescence dequenching, primary screen (AID 1986); cell-free peptide binding, fluorescence dequenching, 30 min; higher % means a stronger effect; inhibition, % at 20 µM, or IC50 in µM where a hit was titrated; 0.3% of 290,000 active; in the data active means inhibition mostly above about 52%, no sharp cut-off; inactive means mostly below about 76%; further: some results filed as inactive read as strong as hits
# NS5 inhibitors – Dengue-2 NS5 methyltransferase inhibitors, primary screen, biochemical, confirmation dose response (AID 588689) | inhibition, % at 25 µM, or IC50 in µM where a hit was titrated | 0.3% of 340,000 active | Dengue-2 NS5 methyltransferase capping enzyme assay, biochemical; higher % means a stronger effect; in the data active means a potency from the dose series; inconclusive means inhibition above about 29% without an active follow-up result
# West Nile antiviral – West Nile virus antiviral activity, cell-based, CPE readout (AID 1621). West Nile virus-infected cells, CPE inhibition; higher % means a stronger effect. CPE inhibition, % at 10 µM; hits with a dose series show IC50 in µM. 0.02% of 290,000 active; in the data active means a potency from the dose series; inconclusive means CPE inhibition mostly from about 3.7% at the one dose, without a potency; inactive means the rest, 99 in 100 with CPE inhibition below about 2.2%; further: strong numbers were not always called active
# NOD2 inhibition – NOD2 signaling inhibitors, cell-based, luminescence, uHTS, HEK293 (AID 1566) | HEK293 NOD2/NF-kB luciferase reporter, luminescence; higher % means a stronger effect | inhibition, % at 4 µM, or EC50 in µM where a hit was titrated | 0.63% of 290,000 active; further: many of its hits are not listed in these tables
# KOR beta-arrestin-2 – kappa opioid receptor activators – cell-based, luminescence, uHTS, primary screen (AID 1777); KOR beta-arrestin recruitment, luminescence; higher % means a stronger effect; activation, % at 10 µM, or EC50 in µM where a hit was titrated; 0.02% of 280,000 active; in the data active means activation above about 50%, passing the limit was not always enough; further: a part of the inactive calls stands beside numbers as strong as those of hits
# Numbers without * were called inactive; i = inactive; ? = inconclusive; nt = no result given; [ ] = remark or other dose. Unless noted, no stated cut-off is given here; in the data, active means inhibition above about 50%; inactive means the rest.
molecule	NS5 inhibitors	NOD2 inhibition	KOR beta-arrestin-2	NOD1 NF-kB reporter	AID2073	KOR beta-arrestin-1	Yfh1-depleted yeast	West Nile antiviral	HIV peptide binding
CC(=O)Nc1cccc(NC(=O)Cc2nc(-c3ccccc3)sc2-c2ccc(C)cc2)c1	-15%	-30%	-0.1%	-2%	-23%	-6%	i	-0.1%	2.4%
COc1ccc(-c2c(C)oc3cc(O)cc(O)c3c2=O)cc1OC	0%	29%	-3.1%	-17%	8%	15%	i	0.2%	-1.9%
CC(C)CC(=O)O/N=C1\C(=O)N(c2ccccc2)c2ccccc21	6%	17%	1.4%	16%	-9%	12%	i	1.6%	0.7%
CCCCCN(C(=O)NC(=O)NC(C)CC)S(C)(=O)=O (configuration not stated)	3%	-2%	-4.0%	-4%	?	20%	i	1.4%	5.1%
Cc1ccc(S(=O)(=O)Cc2ccc(C(=O)O)o2)cc1	1%	3%	7.5%	-22%	14%	-6%	i	0.0%	18%
Cc1cc(NC(=O)C2CC(=O)N(c3ccc(F)cc3)C2)no1 (configuration not stated)	-9%	4%	-3.2%	-27%	1%	-21%	nt	-0.5%	1.7%
Cc1ccnc(NS(=O)(=O)c2ccc(NS(=O)(=O)c3ccccc3)cc2)n1	1%	3%	-0.8%	-34%	12%	12%	i	-0.3%	2.1%
Cc1ccccc1C(=O)Nc1ccnn1C1CCN(Cc2ccc(CO)o2)CC1	-21%	5%	-0.9%	-16%	-5%	12%	nt	0.9%	-2.5%
CCCn1nnc(NC(=O)c2ccc(Br)o2)n1	-6%	-5%	0.2%	-21%	17%	-5%	i	-0.4%	2.6%
CC(=O)N1N=C(c2cccc(O)c2)CC1c1cccs1 (configuration not stated)	3%	12%	-3.1%	-16%	18%	-23%[20 µM]	nt	-0.3%	0.1%
CC1CCN(C(=O)COC(=O)c2cc(Cl)cc(Cl)c2N)CC1	-10%	15%	-0.3%	-7%	6%	23%	i	-0.6%	0.1%
Cc1ccc(N=C2NC(=O)/C(=C\c3cccs3)S2)cc1C	2%	21%	11%	46%	2%	-57%	i	-0.5%	1.6%
CC(=O)Nc1sc(N/N=C/c2ccccc2)nc1-c1ccc(C)cc1	-13%	5%	-0.7%	-6%	-20%	5%	i	0.3%	0.1%
O=C(CNCc1ccc(F)cc1)Nc1ccccc1[N+](=O)[O-]	-6%	8%	-2.6%	-24%	-4%	1%	i	-1.0%	-0.6%
NC(=O)CSc1nnc(CNc2ccc(F)cc2)n1CC1CCCO1 (configuration not stated)	-2%	-19%	-5.7%	1%	-5%	2%	i	0.4%	-1.3%
COC(=O)c1ccc(NC2CC(=O)N(c3ccccc3C)C2=O)cc1 (configuration not stated)	-2%	-13%	0.8%	-10%	0%	-47%	i	-0.3%	-1.2%
O=C(Nc1ccc(Br)cc1)N1CCCCC1	-7%	-36%	-3.1%	-3%	-3%	4%	i	-0.4%	-1.1%
CC(=O)N1c2ccc(S(=O)(=O)N(C)CC(=O)Nc3ccccc3C)cc2CC1C (configuration not stated)	33%	-12%	-1.1%	19%	-2%	-22%	nt	-0.2%	1.4%
CSc1nncn1/N=C/c1ccc2c(c1)OCO2	-2%	-12%	-2.9%	-15%	-3%	4%	i	0.0%	0.7%
CC(C(=O)NC1=NCCS1)N1C(=O)c2ccccc2C1=O (configuration not stated)	-10%	-9%	4.5%	-14%	2%	-7%	i	0.2%	-1.2%
Cc1ccc(/C=C/C(=O)O)cc1S(=O)(=O)NCC1CCCO1 (configuration not stated)	-7%	8%	0.9%	-25%	4%	-26%	i	0.3%	0.5%
NC12CC3CC(C1)CC(CO)(C3)O2	-3%	-8%	-1.1%	-15%	-4%	-12%	i	0.3%	1.3%
O=C1CC(C(=O)N2CCc3ccccc32)CN1c1ccccc1 (configuration not stated)	-3%	3%	-3.3%	0%	7%	26%	nt	-0.2%	1.1%
CCc1nnc(NC(=O)CSCc2cc(=O)n3ccsc3n2)s1	-3%	1%	3.7%	-24%	-3%	3%	nt	0.2%	1.1%
Cc1ccc(S(=O)(=O)c2cc3ccc(O)cc3oc2=O)cc1C	9%	9%	0.1%	-9%	16%	10%	nt	-0.5%	0.6%
CCOc1cc(/C=N/NC(=S)Nc2ccccc2C(F)(F)F)ccc1OCC(=O)N1CCOCC1	15%	18%	2.8%	40%	-16%	-5%	i	-0.8%	-3.3%
Cc1cccc(NC(=O)CSc2nnc(CNC(=O)c3ccco3)o2)c1	-9%	0%	-3.7%	-5%	9%	8%	nt	0.2%	-0.3%
CCN(CC)c1ccc(/C=N/NC(=O)c2ccc3c(c2)OCCO3)cc1	0%	-7%	1.9%	0%	2%	29%	nt	-0.2%	-2.2%
O=C(O)CC(NC(=O)OCc1ccccc1)c1ccccc1 (configuration not stated)	2%	22%	17%	-2%	-3%	14%	i	0.2%	0.2%
CCN(CC)CCSc1nc(O)c(C(C)C)c(=O)[nH]1	3%	2%	1.4%	8%	-10%	-16%	i	-0.1%	0.4%
O=C(Cn1ccc2ccccc2c1=O)N1CCN(c2cccc(Cl)c2)CC1	nt	21%	3.0%	20%	10%	-11%	i	-0.4%	0.4%
Cc1nc2nc(-c3ccc(Cl)cc3)[nH]n2c(=O)c1Cc1ccccc1	2%	-41%	-1.6%	-16%	7%	-12%	i	-0.1%	1.1%
CC(C)(C)C(=O)Nc1sc(-c2ccccc2)cc1C(=O)O	-2%	-122%	7.5%	-12%	-4%	-6%	i	2.1%	5.1%
Cc1ccc2[nH]c(=O)c3cc(C(=O)N4CCN(C(=O)c5ccco5)CC4)sc3c2c1	?	5%	-0.8%	8%	-2%	-26%	nt	nt	-1.3%
COc1cccc(NC(=S)Nc2cc(C)cc(C)n2)c1	-9%	-84%	7.0%	-17%	?	12%	i	0.3%	-1.9%
O=C(Nc1ccccc1C(F)(F)F)N1CCCC1c1cccnc1 (configuration not stated)	-20%	16%	-4.2%	-5%	23%	8%	i	0.1%	0.0%
COc1ccc(-c2csc(-n3ncc(-c4ccccn4)c3N)n2)cc1	0%	10%	6.8%	-38%	14%	8%	i	0.1%	-0.6%
Cc1ccc2nc(/C(C#N)=C/c3cn[nH]c3-c3ccc(F)cc3)[nH]c2c1	-8%	2%	-3.0%	nt	-9%	-5%	i	0.0%	0.4%
COc1ccc(C(=O)Nc2cccc(C(=O)N/N=C/c3ccc(OC)cc3OC)c2)cc1	-3%	-1%	-0.6%	34%	29%	34%	nt	0.7%	-0.2%
CSc1nsc(SCC(=O)Nc2ccc3c(c2)OCCO3)n1	4%	-90%	-2.4%	-74%	-6%	32%	i	-0.4%	2.1%
Cc1ccc(S(=O)(=O)c2ccc(Oc3ccccc3)cc2)cc1	-6%	8%	5.2%	26%	6%	-16%	i	-0.5%	-2.3%
COc1ccc(N2CCN(C(=O)CCCn3nnnc3CN3CCOCC3)C(C)C2)cc1 (configuration not stated)	-4%	12%	-1.1%	0%	2%	7%	nt	-0.7%	-0.2%
COc1ccc(S(=O)(=O)Nc2ccccn2)cc1OC	2%	1%	-2.6%	-4%	23%	-3%	i	-0.3%	-1.3%
O=S(=O)(c1ccc(Cl)s1)N1CCc2ccccc2C1	-3%	8%	-1.8%	12%	-3%	2%	i	0.0%	-0.4%
CCCOc1ccccc1/C=C(\C#N)C(=O)Nc1cccnc1	-6%	-23%	4.1%	-16%	7%	-27%	i	0.5%	0.4%
Cc1ccc2nc3c(cc(S(=O)(=O)c4ccccc4)c(=N)n3Cc3ccco3)c(=O)n2c1	10%	-94%	nt	-30%	?	21%[20 µM]	i	0.0%	45%
Cn1c(SCc2nc(-c3ccc(Br)cc3)no2)nnc1-c1ccco1	-10%	17%	-2.0%	-110%	-5%	-2%	i	-1.0%	-0.3%
Cc1c(NC(=S)NC(=O)c2cc3ccccc3o2)cccc1C(=O)O	12%	-83%	-0.1%	-67%	-2%	2%	nt	-0.1%	2.2%
CN(C)S(=O)(=O)c1cccc(NC(=O)COC(=O)CCC(=O)c2cccs2)c1	2%	9%	3.3%	-21%	6%	-42%	i	0.4%	-0.4%
COc1ccc(-c2nsc(SCC(=O)NCc3ccc4c(c3)OCO4)n2)cc1	-9%	-42%	-0.3%	-7%	-6%	30%	i	-0.5%	5.8%

# (list continues)
molecule	NS5 inhibitors	NOD2 inhibition	KOR beta-arrestin-2	NOD1 NF-kB reporter	AID2073	KOR beta-arrestin-1	Yfh1-depleted yeast	West Nile antiviral	HIV peptide binding
COc1cc(NC(=O)CN2C(=O)C(c3ccccc3)=NC2(C)C)cc(OC)c1	-7%	19%	-3.4%	1%	?	6%	i	-0.3%	-2.5%
CN1CCN(S(=O)(=O)c2cc([N+](=O)[O-])ccc2N2CCCCCC2)CC1	-2%	8%	2.9%	-22%	-46%	-9%	i	-0.2%	-5.6%
CS(=O)(=O)NCc1ccc(C(=O)NC2CCCCC2)cc1	0%	9%	-3.0%	-4%	6%	19%	i	0.4%	-0.1%
COc1ccccc1-n1c(CNC(=O)c2ccc(S(=O)(=O)N3CCOCC3)cc2)n[nH]c1=S	-4%	4%	2.5%	-4%	21%	-51%	i	-0.1%	-1.5%
CCN(CC)S(=O)(=O)c1ccc(N/N=C(\C)c2cccnc2)nc1	-7%	-9%	26%	9%	2%	-15%	nt	-0.7%	0.4%
CCCNC(=O)NC(=O)COc1ccc2oc3ccccc3c2c1	2%	20%	0.1%	15%	-3%	-43%	i	-0.1%	-1.5%
Cc1nn(C)c(Cl)c1CN1CCN(CC(C)C)C(CCO)C1 (configuration not stated)	1%	5%	-2.7%	-24%	8%	-3%	i	-0.3%	1.2%
CCOc1ccc(C(=O)Nc2nc(C)c(C(=O)OC)s2)cc1	nt	18%	5.6%	-11%	46%	-23%	i	-0.2%	16%
CCCN(CCC)S(=O)(=O)c1ccc(C(=O)N2CC3CCC(CC3)C2)cc1	-4%	-12%	1.8%	-7%	-15%	9%	i	-1.3%	-1.2%

# 4 neighbouring records out of the list so far:
molecule	NS5 inhibitors	NOD2 inhibition	KOR beta-arrestin-2	NOD1 NF-kB reporter	AID2073	KOR beta-arrestin-1	Yfh1-depleted yeast	West Nile antiviral	HIV peptide binding
CCCNC(=O)NC(=O)COc1ccc2oc3ccccc3c2c1	2%	20%	0.1%	15%	-3%	-43%	i	-0.1%	-1.5%
Cc1nn(C)c(Cl)c1CN1CCN(CC(C)C)C(CCO)C1 (configuration not stated)	1%	5%	-2.7%	-24%	8%	-3%	i	-0.3%	1.2%
CCOc1ccc(C(=O)Nc2nc(C)c(C(=O)OC)s2)cc1	nt	18%	5.6%	-11%	46%	-23%	i	-0.2%	16%
CCCN(CCC)S(=O)(=O)c1ccc(C(=O)N2CC3CCC(CC3)C2)cc1	-4%	-12%	1.8%	-7%	-15%	9%	i	-1.3%	-1.2%

# These rows are one share of the data; rates above refer to the full screens.
